SENP6 inh = inhibitors of human SENP6 protease; actives 1.8% (n = 330,000); inhibition, % at 10 µM; Recombinant SENP6 catalytic domain, aminoluciferin luminescence; Q9GZR1;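 active = inhibition above about 50% at the single tested dose, limit read from the data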;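 also: plate controls were DMSO wells with enzyme for no effect and DMSO wells lacking enzyme for full effect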
Target sequence (Q9GZR1 628-1112 limits assumed): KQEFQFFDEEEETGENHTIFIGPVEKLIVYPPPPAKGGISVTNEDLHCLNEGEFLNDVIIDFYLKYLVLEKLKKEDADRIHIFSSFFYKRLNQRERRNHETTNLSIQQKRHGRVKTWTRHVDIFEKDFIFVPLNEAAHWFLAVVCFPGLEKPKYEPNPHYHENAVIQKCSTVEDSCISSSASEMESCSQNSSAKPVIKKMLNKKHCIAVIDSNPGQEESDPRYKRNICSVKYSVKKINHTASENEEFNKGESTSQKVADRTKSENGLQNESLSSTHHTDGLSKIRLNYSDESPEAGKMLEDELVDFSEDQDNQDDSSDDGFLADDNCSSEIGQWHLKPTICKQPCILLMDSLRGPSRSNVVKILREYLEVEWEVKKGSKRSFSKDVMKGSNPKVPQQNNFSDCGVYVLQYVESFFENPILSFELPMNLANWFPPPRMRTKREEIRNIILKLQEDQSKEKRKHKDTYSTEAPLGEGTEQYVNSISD
Apaf-1 inh = inhibitors of human Apaf-1 apoptosome. reconstituted apoptosome caspase-3 activity, DEVD-Rh110 fluorescence. actives 0.71% (n = 330,000). O14727. inhibition, % at 20 µM; active = inhibition of at least 40% at 20 µM;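 also: plate controls were DMSO wells for no effect and DEVD-CHO caspase inhibitor wells for full effect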
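Material: reconstituted apoptosome with Apaf-1, cytochrome c, caspase-9, procaspase-3, dATP / Buffer or medium: pH 7.5 Hepes buffer with CHAPS, BSA, DTT / Also added: cytochrome c with DEVD-Rh110 / Schedule: compound with Apaf-1, dATP, procaspase-3 30 min, then 50 min reaction, room temperature / Technique: rhodamine 110 fluorescence at Ex 480/Em 540 nm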
HKDC1 inh = HKDC1 (human) hexokinase inhibition; Q2TB90; recombinant HKDC1, G6PDH/diaphorase resazurin coupled fluorescence; inhibition, % at 20 µM; actives 0.16% (n = 340,000); AID 493160;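 active = inhibition above about 35% when tested at 20 µM, limit read from the data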;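 also: plate controls were DMSO wells with enzyme for no effect and DMSO wells lacking enzyme for full effect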
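test system = in-house recombinant HK5 (HKDC1) enzyme | amount = HKDC1 at 5 µg/mL | control set = DMSO-enzyme wells negative, buffer-substituted wells positive | compound = one dose of 20 µM, 1% DMSO | schedule = reaction time 90 min, room temperature, protected from light | technique = resorufin fluorescence at 613 nm | reagent = glucose with 1 mM ATP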
PfGluPho inh = PfG6PD (Plasmodium falciparum) enzyme inhibition | AID 504690 | actives 0.78% (n = 350,000) | PfGluPho enzyme, NADPH resazurin-diaphorase fluorescence | inhibition, % at 20 µM;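 active = inhibition reaching at least a set limit at 20 µM in the primary screen, cut at about 59% in these data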;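 also: 0% = DMSO wells with substrate and 100% = DMSO wells lacking glucose-6-phosphate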
SENP8 block-1 = inhibitors of human SENP8 protease. purified SENP8, Z-RLRGG-aminoluciferin cleavage, luminescence. Q96LD8. AID 2540. actives 1.2% (n = 330,000). inhibition, % at 10 µM; in the data active = inhibition above about 50%
SENP7 block = blocks the human protease SENP7. actives 1.5% (n = 330,000). recombinant SENP7, Z-RLRGG-aminoluciferin luminescence, 40 min. inhibition, % at 5 µM. Q9BQF6;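 active = inhibition above about 50% at the single test dose, limit read from the data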;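 also: plate controls were DMSO with enzyme for no effect and no enzyme buffer wells for full effect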
Target sequence (Q9BQF6 706-1050 limits assumed): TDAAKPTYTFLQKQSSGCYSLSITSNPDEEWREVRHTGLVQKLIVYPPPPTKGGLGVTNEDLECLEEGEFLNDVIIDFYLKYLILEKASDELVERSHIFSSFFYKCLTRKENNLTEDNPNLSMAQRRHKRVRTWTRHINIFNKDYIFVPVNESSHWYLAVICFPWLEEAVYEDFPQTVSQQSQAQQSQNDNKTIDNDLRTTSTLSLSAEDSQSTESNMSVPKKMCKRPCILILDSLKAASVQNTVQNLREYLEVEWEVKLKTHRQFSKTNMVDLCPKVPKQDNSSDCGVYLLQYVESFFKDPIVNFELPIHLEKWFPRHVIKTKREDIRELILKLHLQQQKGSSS
SENP8 block-2 = blocks human SENP8 cleavage of Nedd8 substrate. actives 0.64% (n = 360,000). recombinant SENP8, Nedd8 substrate fluorescence. inhibition, % at 20 µM. AID 602440; in the data active = inhibition mostly above about 40%, no sharp cut-off; inactive = mostly below about 27%
SENP1 FRET inh = SENP1 (human) catalytic domain inhibition. Q9P0U3. recombinant SENP1 catalytic domain, CyPet-SUMO1-YPet FRET cleavage. inhibition, % at 10 µM. actives 0.21% (n = 360,000). AID 624204;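 active = inhibition at least 30% at 10 µM, raw YFP signal under a set limit, fluorescence ratio 0.5 to 1.5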;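 also: 0% = enzyme with DMSO and 100% = no enzyme wells; some results filed as inactive read as strong as hits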
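system = hSENP1 catalytic domain, recombinant | reagent = SFCypet-SUMO1-SFYpet substrate at 25 nM | doses = one dose per compound, 10 µM, 0.5% DMSO | incubation = enzyme reaction for 50 min at room temperature, dark | measured by = FRET, CFP and YFP emission | controls = no-enzyme low, enzyme-DMSO high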
* = called active by the depositor; x = not tested or not shown.

SMILES	SENP6 inh	Apaf-1 inh	HKDC1 inh	PfGluPho inh	SENP8 block-1	SENP7 block	SENP8 block-2	SENP1 FRET inh
CCOC(=O)c1c[nH]n2c(=O)cc(C)nc12	-9	-4	-1	7	-8	8	18	2
COc1ccc(/C=C2\C(=N)N3N=C(CC(=O)N4CCOCC4)SC3=NC2=O)cc1	-7	20	-4	-13	0	-3	-22	0
CC(C)Oc1ccc(C(=O)NC2CCS(=O)(=O)C2)cc1 (stereo not drawn)	-10	-20	-11	-8	-8	-4	6	1
Cc1[nH]n(-c2ccccc2)c(=O)c1C(=O)c1ccccc1	-4	61*	-6	-14	-6	5	14	0
O=C(COC(=O)c1cccc(Br)c1)NC(=O)NC1CCCC1	-5	22	-3	-1	-5	-7	21	1
O=C1CCC2(CCCCC2)N1	x	x	5	4	x	x	17	3
COc1cccc(/C=C/C(=O)Nc2ccc(C(=O)Nc3cccc(S(N)(=O)=O)c3)cc2)c1OC	-15	0	7	-7	-7	-1	-124	-1
Cc1ccccc1OCC(=O)N1CCN(C(=O)COc2ccccc2C)CC1	-4	2	-4	-1	-3	6	8	2
CN1CCN(c2ccc(NS(=O)(=O)c3ccc(Cl)cc3)cn2)CC1	-5	1	-1	20	-8	-4	7	0
c1ccc(CN(Cc2ccccc2)c2c3c(nc4ncnn24)CCC3)cc1	3	0	1	-24	6	-5	-17	0
CN(CC(=O)Nc1cccc(S(=O)(=O)NC2=NCCC2)c1)Cc1ccccc1Cl	6	3	-1	-2	-2	-12	12	-1
Cc1cc(C)cc(-n2c(C)cc(/C=N/NC(=O)CN(c3c(C)cccc3C)S(C)(=O)=O)c2C)c1	-1	22	1	23	-6	11	-26	-16
COc1ccc(OC)c(CCNC(=O)CN2C(=O)CC(C)(C)S(=O)(=O)c3ccccc32)c1	2	-15	5	-4	3	-3	19	3
O=C(N/N=C/c1ccco1)c1cc(-c2ccncc2)nc2ccccc12	0	5	-4	1	2	-2	11	1
O=C(/C=C/c1cc([N+](=O)[O-])ccc1OC(F)F)NCc1ccc(F)cc1	-2	7	-3	-1	-11	14	14	9

Reformatted: results already given
molecule: COc1cccc(/C=C/C(=O)Nc2ccc(C(=O)Nc3cccc(S(N)(=O)=O)c3)cc2)c1OC
  SENP6 inh: -15	Apaf-1 inh: 0	HKDC1 inh: 7	PfGluPho inh: -7	SENP8 block-1: -7	SENP7 block: -1	SENP8 block-2: -124	SENP1 FRET inh: -1
molecule: CN1CCN(c2ccc(NS(=O)(=O)c3ccc(Cl)cc3)cn2)CC1
  SENP6 inh: -5	Apaf-1 inh: 1	HKDC1 inh: -1	PfGluPho inh: 20	SENP8 block-1: -8	SENP7 block: -4	SENP8 block-2: 7	SENP1 FRET inh: 0
molecule: O=C(N/N=C/c1ccco1)c1cc(-c2ccncc2)nc2ccccc12
  SENP6 inh: 0	Apaf-1 inh: 5	HKDC1 inh: -4	PfGluPho inh: 1	SENP8 block-1: 2	SENP7 block: -2	SENP8 block-2: 11	SENP1 FRET inh: 1
molecule: COc1ccc(/C=C2\C(=N)N3N=C(CC(=O)N4CCOCC4)SC3=NC2=O)cc1
  SENP6 inh: -7	Apaf-1 inh: 20	HKDC1 inh: -4	PfGluPho inh: -13	SENP8 block-1: 0	SENP7 block: -3	SENP8 block-2: -22	SENP1 FRET inh: 0

The results go on.
SMILES	SENP6 inh	Apaf-1 inh	HKDC1 inh	PfGluPho inh	SENP8 block-1	SENP7 block	SENP8 block-2	SENP1 FRET inh
COc1ccc(/C=C2\Sc3ccc(C(=O)NCCCN4CCCC4)cc3N(C)C2=O)cc1OC	-10	24	4	11	-8	12	-28	-2
Cc1onc(-c2ccccc2)c1C(=O)O/N=C(\N)c1ccc([N+](=O)[O-])o1	18	-16	-3	12	4	2	6	-4
Cc1cc(NC(=O)CSc2nnc(-c3c[nH]c4ccccc34)n2C)no1	-2	0	-5	1	6	-2	6	2
CCOC(=O)c1ccccc1NS(=O)(=O)c1ccc(OC)cc1	-4	-2	3	1	-4	-1	9	2
O=C(CCN1C(=O)/C(=C/c2ccccc2)SC1=S)NNC(=O)c1ccncc1	-2	0	-9	-12	-6	-81	19	1
CCC1CN(C(=O)N2CCC(C(=O)Nc3ccccc3F)CC2)c2ccccc2O1 (stereo not drawn)	15	-1	-5	-12	-2	-6	1	-1
CN1CC(=O)N(CCOc2ccccc2)C1=O	-16	-2	-1	-6	-7	-6	20	1
CCn1cc(/C=C(\NC(=O)c2ccc(OC)cc2)C(=O)N2CCN(C)CC2)c2ccccc21	2	1	-3	9	6	-1	-3	-10
COc1ccc(S(=O)(=O)N2CCCCC2)cc1NC(=O)c1cc([N+](=O)[O-])ccc1N1CCOCC1	7	-43	-4	9	-3	8	16	1
COc1ccccc1N1CCN(C(=O)CSc2nc(-c3ccco3)cc(C(F)(F)F)n2)CC1	-2	12	10	1	-2	6	6	-1
CCCC(CCC)n1[nH]c(=O)c2c(C)cc(C)nc21	-3	12	2	50	-4	8	-359	1
O=[N+]([O-])c1cccc(/C=N/n2cnnc2)c1	-4	-18	-4	-13	6	6	23	0
C/C=C(\C)c1nnc(NC(=O)OCC)s1	9	-7	-4	1	-3	4	7	-2
CCc1ccc(CN2CCC(n3nccc3NC(=O)c3ccccc3C)CC2)cc1	3	11	-5	-3	-3	-11	11	-1
CCOC(=O)C1=NNC(C(=O)c2ccccc2)C1c1ccc(OC)cc1 (stereo not drawn)	10	13	-2	-7	-5	7	15	0
COc1ccccc1C(c1nnnn1C(C)(C)C)N1CCCc2ccccc21 (stereo not drawn)	-8	19	7	-5	2	6	35	-3
Cc1cnccc1CN(C)Cc1cn(C)nc1-c1ccc(Oc2ccccc2)cc1	-3	15	-6	23	4	-1	-3	-1
CC(=O)N(CCCN(C)C)c1nc2ccc(C)cc2s1	-12	-9	-1	3	-1	0	16	3
CCCCNC(=O)[C@]1(C)CCC[C@@]2(C)C3CC[C@@]4(C)C[C@]3(CCC21)CC4=O (stereo partly drawn)	-16	10	-2	-2	-8	-5	10	3
CC(C)NC(=O)c1ccccc1NC(=O)Cc1ccc([N+](=O)[O-])cc1	-2	0	0	11	-3	3	-5	5
CN(Cc1ccco1)S(=O)(=O)c1nnc(NC(=O)c2cccc(Cl)c2)s1	31	-3	0	86*	34	6	-86	0
O=C(CSc1cccc[n+]1[O-])Nc1cc2c(cc1Cl)C(=O)c1ccccc1C2=O	x	x	16	1	x	x	22	12
Cc1nc(N2CCN(C(=O)c3ccco3)CC2)c2c3c(sc2n1)CC(C)CC3 (stereo not drawn)	13	11	-1	-6	2	5	-28	-11
COc1ccc(/C(O)=C/C(=O)C(=O)Nc2c(C)n(C)n(-c3ccccc3)c2=O)cc1	0	12	0	-3	-9	-8	18	-21
CC(C)(O)C#Cc1ncc(C(F)(F)F)cc1Cl	0	3	-3	12	-6	-1	14	1
Cc1cc(NC(=O)CCC(=O)N(CC(=O)NCC2CCCO2)c2cccc(F)c2)no1 (stereo not drawn)	-26	-3	0	-1	7	2	9	0
COc1ccc(CC(=O)OCC(=O)NCc2ccc3c(c2)OCO3)cc1OC	-1	2	-6	11	0	1	7	-1
C[C@@H](C(=O)NCC1CCCO1)N1C(=O)N2CCc3c([nH]c4ccccc34)[C@@]2(C)C1=O (stereo partly drawn)	-5	-9	-4	10	4	4	31	-1
O=C(Nc1ccc2c(c1)OCCO2)C1CCCN(S(=O)(=O)c2cnc[nH]2)C1 (stereo not drawn)	6	-9	3	4	2	3	4	4
COc1ccc(C(=O)OC(COc2ccccc2)Cn2ccnc2)cc1 (stereo not drawn)	-27	7	-1	9	-2	-1	16	1
CC1=Nc2ccccc2N=C(NC(=O)CSC(=S)N2CCN(C)CC2)C1c1ccccc1 (stereo not drawn)	-22	4	1	13	-12	-5	16	2
CCOCCCn1c(SCC(=O)Nc2ccc(C(N)=O)cc2)nc2ccccc2c1=O	-1	-1	1	-23	4	4	14	-2
Cc1ccc(COCCN2CCN(S(=O)(=O)c3ccccc3)CCC2=O)cc1	-6	-4	4	-16	-2	4	22	3
COCCNc1cc(C)nc2cc(-c3ccc(C)cc3)nn12	-6	9	-4	33	-4	-1	-411	-25
C/C(=C\c1ccccc1)CN1CCC(C(=O)N2CCCC(C)C2)CC1 (stereo not drawn)	-2	-16	-10	1	-1	-1	6	2
CCCCNC(=O)C(C)N(CCN(C)C)C(=O)CCCN1C(=O)NC(c2ccc([N+](=O)[O-])cc2)C(C(=O)OCc2ccccc2)=C1C (stereo not drawn)	x	45*	-4	24	x	3	18	1
CCCCNC(=S)N/N=C/c1ccc(C#N)cc1	-2	5	-5	12	-12	-8	4	2
Cc1ccc(CNC(=O)C2CCC(=O)N2Cc2ccccc2Cl)cc1 (stereo not drawn)	-20	6	-6	-10	2	6	16	2
NC(=O)c1cc(NC(=O)CCc2nc3ccccc3s2)cc(C(N)=O)c1	-37	1	-2	-12	2	0	15	1
COc1ccc(-c2cc(C(=O)Nc3c(C)n(C)n(-c4ccccc4)c3=O)no2)cc1OC	-10	-20	-8	-5	3	3	18	1
C(=N\NC1=NCCN1)/c1ccncc1	11	-2	-5	-8	-10	-3	10	0
Nc1cc(=O)[nH]c(SCc2csc(-c3ccccc3)n2)n1	-4	6	-5	-9	4	6	23	0
CC1CCN(C(C)C(=O)Nc2ccccc2-c2ccccc2)CC1 (stereo not drawn)	2	21	-2	-5	-3	-5	24	2
COc1cc2oc(=O)cc(-c3ccc(-c4ccc(N(C)C)cc4)cc3)c2c(OC)c1OC	x	20	1	11	x	2	-262	37

One compound at a time, as listed above.
CCC1CN(C(=O)N2CCC(C(=O)Nc3ccccc3F)CC2)c2ccccc2O1 (stereo not drawn) is listed as SENP6 inh: 15; Apaf-1 inh: -1; HKDC1 inh: -5; PfGluPho inh: -12; SENP8 block-1: -2; SENP7 block: -6; SENP8 block-2: 1; SENP1 FRET inh: -1
CC1=Nc2ccccc2N=C(NC(=O)CSC(=S)N2CCN(C)CC2)C1c1ccccc1 (stereo not drawn) is listed as SENP6 inh: -22; Apaf-1 inh: 4; HKDC1 inh: 1; PfGluPho inh: 13; SENP8 block-1: -12; SENP7 block: -5; SENP8 block-2: 16; SENP1 FRET inh: 2
O=C(CSc1cccc[n+]1[O-])Nc1cc2c(cc1Cl)C(=O)c1ccccc1C2=O is listed as SENP6 inh: x; Apaf-1 inh: x; HKDC1 inh: 16; PfGluPho inh: 1; SENP8 block-1: x; SENP7 block: x; SENP8 block-2: 22; SENP1 FRET inh: 12

Screens (PubChem BioAssay)

No enrichment for hits; about 3.6% have a hit in one of these screens.
